# Source: PubChem
# Granule exo inh – LAMP-1 surface exposure blockers, TALL-104 cells – cell-based, flow cytometry, MLPCN library, primary screen; TALL-104 LAMP-1 surface exposure; cells stimulated with thapsigargin and PMA; inhibition, % at 10 µM; 360,000 compounds, 0.66% hits; AID 651702, 2012;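 active means inhibition above about 55%, limit read from the data; inconclusive means no clear call, values can overlap the other calls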
# CaV13 ICDI inh – Primary screen for inhibitors of IQ motif and Ca2+-dependent inactivation inhibitor domain binding in CACNA1D, Förster resonance energy transfer in living cells, …; HEK cells, CFP/YFP FRET ICDI-IQ, plate reader, 10 min; percent FRET-ratio fall versus neutral wells; inhibition, % at 12.3 µM; 340,000 compounds, 0.098% hits; AID 743397;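 active means mean replicate inhibition of at least 30% and at least 1% of replicates passing that level; inconclusive means only one of the two criteria is met; inactive means neither criterion is met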;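 further: 0% = median of the neutral control wells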
# PDI inh – inhibitors of human PDI, primary screen, biochemical, turbidity, single point, plate reader | 350,000 compounds, 0.052% hits | inhibition, % at 10 µM | PDI insulin aggregation turbidity, A650, 90 min | AID 588391, 2011;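 active means mean inhibition across replicates of 30% or more, whatever share of single replicates reach that level; inconclusive means mean inhibition below 30% while every single replicate reaches 30%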;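 further: absorbance from insulin aggregation driven by PDI reduction with DTT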
# HTR2A ag – mouse Htr2a agonists via beta-arrestin recruitment, primary screen, cell-based, luminescence; CHO-K1 mHTR2A beta-arrestin complementation; percent of 30 µM serotonin response; activation, % at 7.6 µM; 360,000 compounds, 0.66% hits; AID 624169, 2012;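 active means activation above a run cutoff, the mean activation of all tested compounds plus 3 SD, cut at about 14% in these data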;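 further: 0% = plate median of compound wells and 100% = 30 µM serotonin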
# ABCB6 inh MLPCN – ABCB6 transporter inhibitors, primary screen, K562-ABCB6 cells, flow cytometry, MLPCN library; 360,000 compounds, 0.19% hits; fluorescence ratio to DMSO, % at 10 µM; AID 602162, 2011; K562-ABCB6 porphyrin accumulation, 1 h; stronger effect = lower value; ATP-binding cassette sub-family B member 6 (Homo sapiens), Q9NP58;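 active means fluorescence ratio to DMSO below 75%, the collection mean minus 3 SD; inconclusive means too few cells collected in the well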;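 further: signal is porphyrin accumulated inside mitochondria; 100% equals median channel fluorescence of DMSO control wells; lower ratio means ABCB6 inhibition with less porphyrin fluorescence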
# Target sequence (Q9NP58 whole entry, looked up): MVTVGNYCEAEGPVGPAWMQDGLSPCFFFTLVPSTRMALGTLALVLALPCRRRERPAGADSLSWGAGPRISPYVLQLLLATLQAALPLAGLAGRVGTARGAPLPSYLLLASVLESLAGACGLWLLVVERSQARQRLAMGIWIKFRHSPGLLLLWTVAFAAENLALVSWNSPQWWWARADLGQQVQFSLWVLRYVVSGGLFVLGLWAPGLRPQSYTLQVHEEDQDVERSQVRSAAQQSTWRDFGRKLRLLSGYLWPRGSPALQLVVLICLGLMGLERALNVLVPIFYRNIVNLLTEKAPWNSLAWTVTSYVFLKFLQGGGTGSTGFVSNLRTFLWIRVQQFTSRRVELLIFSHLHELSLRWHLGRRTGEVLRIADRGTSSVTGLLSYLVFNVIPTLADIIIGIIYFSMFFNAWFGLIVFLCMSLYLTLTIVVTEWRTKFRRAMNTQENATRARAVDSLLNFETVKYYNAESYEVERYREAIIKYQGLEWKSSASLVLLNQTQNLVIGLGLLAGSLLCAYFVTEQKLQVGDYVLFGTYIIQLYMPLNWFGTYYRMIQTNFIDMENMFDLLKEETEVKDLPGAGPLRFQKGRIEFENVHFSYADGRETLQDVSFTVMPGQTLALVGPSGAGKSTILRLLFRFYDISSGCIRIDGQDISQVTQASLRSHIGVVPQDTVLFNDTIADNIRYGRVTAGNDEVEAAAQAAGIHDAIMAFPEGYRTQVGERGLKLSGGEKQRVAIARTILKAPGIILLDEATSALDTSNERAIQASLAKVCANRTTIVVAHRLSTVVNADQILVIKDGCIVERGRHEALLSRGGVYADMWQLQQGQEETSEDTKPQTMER
# Vif imaging – HIV Vif self-association inhibitors, primary screen, imaging, HEK293T, single point. HEK293T cells, Vif self-association by quenched fluorescence, 24 h. inhibition, % at 7.49 µM. 340,000 compounds, 0.35% hits. AID 602346, 2012; in the data active means inhibition above about 50%, passing the limit was not always enough; inconclusive means no clear call, values can overlap the other calls; inactive means below about 31%; further: some results filed as inactive read as strong as hits
# iPSC survival up – enhancers of single-cell hiPSC survival, primary screen, ATPlite luminescence; 100% = ROCK inhibitor wells, 0% = DMSO; 360,000 compounds, 0.044% hits; AID 602274, 2012; survival enhancement, % at 20 µM; in the data active means survival enhancement above about 18%;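 further: cells exposed to compounds for 16 hours before the ATP read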
# aDG glyco act – activators of alpha-DG glycosylation, primary screen, uHTS, Pro5-aDG cells, AlphaScreen. alpha-DG glycosylation AlphaScreen (IIH6); 0% Pro5, 100% B10-LARGE cell signal. activation, % at 10 µM. 360,000 compounds, 0.22% hits;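 active means activation of at least 8% versus controls, or a plate z-score of at least 8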;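 further: Pro5 are CHO cells carrying HIG-tagged alpha-DG that lacks glycosylation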
# N-glyco inh – increase of ERlucT glycosylation luciferase signal, primary screen, N-linked glycosylation inhibitor project, D54 ERlucT cells, luminescence, set 2. D54 ERlucT glycosylation luciferase reporter, 24 h; percent of 100 nM tunicamycin response. reporter increase, % at 12.5 µM. 360,000 compounds, 0.23% hits;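 active means mean luciferase reporter signal, scaled so untreated is 0 and the glycosylation-blocking control 100, at or above a set limit in every replicate; inconclusive means mean reaches the limit but not every replicate does; inactive means mean below the limit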;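 further: luciferase carries N-glycosylation sites so blocking glycosylation raises the light; 0% = median of neutral control wells and 100% = median of 100 nM tunicamycin wells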
# H9c2 protect – cardioprotection against H2O2-induced cell death, primary screen, uHTS, H9c2 cells, ATPLite luminescence. H9c2 cardiomyocytes, H2O2 injury protection, 2 h. protection from H2O2 cell death, % at 20 µM. 360,000 compounds, 0.63% hits. AID 588492, 2011;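 active means compounds giving at least 50% protection of heart cells from peroxide-induced death in the single-dose screen, raw or plate-pattern-corrected value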;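 further: 0% = DMSO wells with peroxide and 100% = DMSO wells without peroxide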
# Active calls of the source: *; ? = inconclusive; · = not tested or not shown. Compounds were not picked by outcome. Share with any hit: about 3.1%.
SMILES,Granule exo inh,CaV13 ICDI inh,PDI inh,HTR2A ag,ABCB6 inh MLPCN,Vif imaging,iPSC survival up,aDG glyco act,N-glyco inh,H9c2 protect
Cc1cccc(N(CC(=O)NC(C)(C)C)C(=O)CNC(=O)c2cccs2)c1,-1,-5,-4,3,109,0,-1.6,-0.3,1,2
C=CCNc1nc(C2(C)CC3(CC(C)OC3=O)C(=O)O2)cs1 (stereo not given),-1,-5,-5,0,100,0,-2.2,-0.1,2,-1
C[C@H](CO)N1C[C@H](C)[C@@H](CN(C)Cc2ccc(Cl)c(Cl)c2)Oc2ccc(NC(=O)Cn3cnnn3)cc2C1=O,0,-10,8,2,96,-1,0.3,0.2,6,-2
CC1(C(=O)NS(=O)(=O)c2ccccc2)CCN1C(=O)c1ccc(C2CCCCC2)cc1 (stereo not given),1,-10,-6,-1,98,20,2.8,-0.2,0,7
COc1ccccc1CN1CCNC(=O)C1CC(=O)N(C)Cc1nc(C)cs1 (stereo not given),4,-12,-2,1,96,-7,-0.4,0.1,2,-4
CCCc1nc2oc3ccccc3c(=O)c2c(=O)n1-c1ccccc1,-7,-20,2,4,98,-9,-0.6,-0.1,4,2
COc1ccccc1OCC(O)CO (stereo not given),-2,-4,6,-2,103,0,0.6,0.0,0,-16
CCOc1ccccc1-c1nnc(SCC(=O)Nc2ccccc2)o1,-3,-1,6,-6,108,-3,0.4,0.0,0,-2
COCCNC(=O)c1ccc(N2CC3CC(C2)c2cccc(=O)n2C3)c(NC(=O)c2ccccc2Cl)c1 (stereo not given),6,-7,-1,2,100,-1,2.1,0.0,1,2
COc1ccc(OC)c(C2=Nn3c(nnc3-c3cc(C)[nH]n3)SC2)c1,14,-20,-2,8,98,16,0.0,0.1,4,-6
COc1ccc(/C=N/NC(=O)c2cc(-c3ccccc3OC)nc3ccccc23)cc1COC(C)=O,-1,-5,4,-7,90,·,-0.8,0.1,3,16
CCOc1ccccc1NC(=O)Nc1cccc(S(N)(=O)=O)c1,-10,-5,0,6,95,8,0.8,0.1,1,3
CCC(O)CNc1nc(SC)nc2sc3c(c12)CCN(C)C3 (stereo not given),3,-6,1,1,116,-2,4.9,-0.2,3,-1
COc1ccc(C(=O)N(Cc2cccs2)C2CCS(=O)(=O)C2)cc1 (stereo not given),-7,-3,-2,1,162,-4,-0.3,-0.2,-1,5
COC(=O)c1c(F)c(F)c(N2CCOCC2)c(F)c1F,-1,·,4,-3,102,6,-1.6,-0.2,4,5

# At a glance, some entries already given.
SMILES,Granule exo inh,CaV13 ICDI inh,PDI inh,HTR2A ag,ABCB6 inh MLPCN,Vif imaging,iPSC survival up,aDG glyco act,N-glyco inh,H9c2 protect
COc1ccc(C(=O)N(Cc2cccs2)C2CCS(=O)(=O)C2)cc1 (stereo not given),-7,-3,-2,1,162,-4,-0.3,-0.2,-1,5
COC(=O)c1c(F)c(F)c(N2CCOCC2)c(F)c1F,-1,·,4,-3,102,6,-1.6,-0.2,4,5

# Following part
SMILES,Granule exo inh,CaV13 ICDI inh,PDI inh,HTR2A ag,ABCB6 inh MLPCN,Vif imaging,iPSC survival up,aDG glyco act,N-glyco inh,H9c2 protect
CCOc1cc(/C=N\NC(=O)Cc2ccccc2)ccc1OCC(=O)Nc1ccc(C)c(C)c1,-2,·,-16,-1,·,31,0.5,-0.4,0,-7
O=C(c1ccc(F)cc1)N1CCN(C2CCC(c3ccccc3)CC2)CC1 (stereo not given),-7,1,5,-5,99,-10,0.2,0.3,-2,2
COc1ccc(Cl)cc1S(=O)(=O)n1ccnc1C(C)C,-2,·,2,11,99,·,-0.3,0.7,2,22
CN(C)C(CNC(=O)c1ccc(NC(=O)CC#N)cc1)c1ccccc1 (stereo not given),-2,-20,13,-1,94,-1,0.5,0.5,-3,0
CNC(=S)N(CCc1c(C)[nH]c2ccc(OC)cc12)Cc1ccco1,11,-19,-4,3,103,21,-0.3,-0.1,1,17
C=C(C)C(=O)Nc1cccc(C(C)=O)c1,2,·,-6,-4,106,?,3.5,-0.1,0,4
COc1ccc(Nc2nc(Cl)nc(NCCO)n2)cc1,-2,-18,12,-3,95,4,-1.9,0.0,0,6
O=C(Nc1nnc(-c2ccc(F)cc2)s1)c1c(F)cccc1Cl,3,-6,·,0,98,0,-0.8,0.2,1,-9
CC1CCCCN1CCCNC(=O)CN1C(=O)CSc2ccc(S(=O)(=O)N3CCOCC3)cc21 (stereo not given),-2,-5,-3,0,95,22,2.2,-0.1,3,-3
O=C(NNC1=Nc2ccccc2SC1)c1ccccc1F,12,-4,2,-1,96,-15,-0.3,0.0,1,7
COc1ccccc1C(C(=O)NC1CCCC1)N(C(=O)c1csnn1)C1CC1 (stereo not given),-3,-3,7,8,100,-8,-0.6,0.0,1,-1
Cc1c(C)n(C(=O)CSc2nncn2C)c2ccccc12,-4,-5,-2,1,99,-3,1.1,0.0,0,1
C/C(Cn1nnc([N+](=O)[O-])n1)=N\NC(=O)c1cccc(Cl)c1,0,-9,11,-6,102,-6,-2.0,1.8,8,6
Oc1ccc(-n2nnnc2SCc2ccccc2Br)cc1,2,·,-3,0,101,0,1.2,-0.3,-3,-6
COc1ccc(N2CC(C(=O)Nc3nnc(SCC(=O)NCC4CCCO4)s3)CC2=O)cc1 (stereo not given),0,-8,-3,2,100,-3,1.4,0.3,4,0
Cn1nc(-c2ccc(N3CCOCC3)c(NS(=O)(=O)c3ccccc3)c2)c2ccccc2c1=O,1,-8,-16,4,101,4,0.2,-0.3,?,13
Cc1cccc(N2C(=O)CC(Sc3nc(C)cc(C)n3)C2=O)c1 (stereo not given),1,·,10,9,94,29,-0.7,0.0,0,-1
CC(C)CC1C(=O)N(Cc2cn(Cc3ccco3)nn2)CCS(=O)(=O)N1Cc1ccc(-c2ccc(F)cc2)cc1 (stereo not given),1,-3,-2,-8,97,·,2.5,0.7,-2,-2
Cc1ccccc1NS(=O)(=O)c1ccc(C(=O)NCC2CCCO2)cc1 (stereo not given),-3,-15,-5,0,98,-1,-0.2,-0.1,-1,-4
Cc1cccnc1NC(=O)CCCN1C(=O)c2ccccc2C1=O,2,-9,-11,2,99,17,-1.5,-0.1,1,-2
Oc1ccc(NC(=S)N=Nc2c(O)[nH]c3ccccc23)cc1,1,-1,-4,-6,100,15,1.5,-0.7,-1,7
CC1Cc2cc(S(=O)(=O)N3CCC(C(N)=O)CC3)ccc2N1C(=O)C1CC1 (stereo not given),-1,-2,-4,-1,99,13,-0.2,-0.2,2,2
CCC(NS(=O)(=O)c1ccc(C)cc1)C(=O)N1CCOCCOCCOCC1 (stereo not given),-22,-3,-3,-7,98,-10,0.4,0.1,2,-8
COc1ccc(S(=O)(=O)Nc2cccc(Cl)c2)cc1OC,0,-6,7,0,100,-3,-1.3,-0.1,0,-2
Cc1ccc(SC2=C(C(=O)O)CCCC2)cc1,14,-3,-6,13,96,-10,-0.7,-0.1,-1,3
CCNC(=S)Nc1ccc(NC(=O)c2ccccc2O)cc1,-3,-4,5,4,99,4,-0.6,-0.1,0,-5
COc1cc(C2NC(=O)NC(O)(C(F)(F)F)C2C(=O)c2ccc(Cl)cc2)ccc1O (stereo not given),1,-4,-5,4,96,13,-0.8,0.0,1,12
CCCc1cc(=O)[nH]c(SCC(=O)Nc2ccc(C(=O)Nc3ccccc3OC)cc2)n1,-6,-7,0,-1,96,12,0.0,0.2,-1,2
CN(c1ccc(C(=O)NCc2ccccn2)cc1)S(C)(=O)=O,-1,-5,3,-2,91,3,3.7,0.7,0,6
COc1ccc(NS(=O)(=O)c2ccc(N3CCOCC3)c(NC(=O)c3ccccc3Br)c2)cc1,32,-6,10,3,95,·,0.1,0.0,0,16
COc1ccc(C(=O)C(C)[n+]2ccc(C)c3ccccc32)cc1[N+](=O)[O-] (stereo not given),31,-81,-2,-2,237,7,-0.5,0.1,6,1
COc1ccc(C(=O)CC(=O)C(=O)Nc2cc(OC)ccc2OC)cc1,-1,-20,3,0,109,1,-0.5,-0.2,2,9
CCOC(=O)C1CCN(c2ncnc3c2oc2ccccc23)CC1,-2,·,-8,2,97,0,-1.2,3.2,3,-13
CC(C)(C)OC(=O)C(C1NC(C(=O)O)C(C)(C)S1)N1C(=O)c2ccccc2C1=O (stereo not given),0,-6,-4,-3,101,4,-1.3,-0.1,2,2
Nc1nnnn1NCc1cccc(OCc2ccccc2)c1,-2,-4,-6,1,101,3,-0.3,0.6,-3,-23
CCOc1ccc(-n2c(=O)c3c4c(sc3n(CC(=O)NCc3ccco3)c2=O)CCC4)cc1,1,-2,-14,2,82,7,1.6,-0.2,1,17
CC1Cc2ccccc2N1CC(=O)NCc1ccc2c(c1)OCO2 (stereo not given),2,-2,7,-4,94,-5,-0.5,-0.2,-3,-2
O=C(Cc1ccc(Cl)cc1)Nc1ccc(CN2CCCCC2)cc1,56*,-2,-1,-7,97,2,-0.5,0.2,-3,15
O=C(C1CCCN(S(=O)(=O)c2cccc3nsnc23)C1)N1CCCCCC1 (stereo not given),0,-1,0,-2,97,-3,-0.3,0.0,1,1
O=C(NCc1ccco1)c1cccc(-c2nnc(-c3ccccc3)o2)c1,0,-5,-7,13,87,·,2.9,-0.1,0,25
CCCCC(CC)c1nnc(NC(=O)c2cccs2)s1 (stereo not given),0,-4,1,2,96,-3,0.5,-0.4,2,7
Cc1ccccc1S(=O)(=O)Nc1ncc(C(F)(F)F)cc1Cl,6,-4,-1,-4,101,2,4.7,-0.3,2,-10
O=C1CCCCC1C(=O)c1cn(-c2ccc(Cl)c(Cl)c2)nn1 (stereo not given),-16,7,1,-1,100,8,0.0,0.1,0,-8
COc1ccc(C2Nc3ccccc3C(=O)N2c2ccccc2)cc1CN1CCOCC1 (stereo not given),-5,-6,-1,-3,101,6,-0.8,0.0,-1,0
O=C(NC1CCCC1)C(c1ccccn1)N(C(=O)c1csnn1)c1ccccc1F (stereo not given),6,-19,-1,0,101,-3,0.4,-0.1,-1,2
CC1(C)CC(=O)C2=C(C1)N=c1s/c(=C/c3ccc(F)c(F)c3)c(=O)n1C2c1ccc(F)cc1 (stereo not given),0,·,-21,-1,112,·,-2.9,-0.3,6,-6
Cc1nc(N2CCN(Cc3ccc(Cl)cc3)CC2)c2oc3ccccc3c2n1,1,-19,18,5,94,-25,-0.7,0.0,2,-13
N=C1S/C(=C\c2ccco2)C(=O)N1c1ccc2c(c1)OCO2,-3,-4,-4,-2,100,·,-0.5,-0.3,3,-2
